aGal spleen mod: qHTS Assay for Inhibitors and Activators of Human alpha-Galactosidase From Spleen Homogenate | Alpha-galactosidase A (Homo sapiens), P06280 | human spleen homogenate, 4MU-alpha-Gal fluorescence, 40 min | Potency, µM (titrated, usually from 80 µM), inactives show at the highest dose activity change, negative = inhibition, actives largely listed as inhibitors | hit rate 0.008% among 240,000;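 note: 0% = enzyme with vehicle and -100% = no enzyme basal signal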
Target sequence (P06280 32-429 limits assumed): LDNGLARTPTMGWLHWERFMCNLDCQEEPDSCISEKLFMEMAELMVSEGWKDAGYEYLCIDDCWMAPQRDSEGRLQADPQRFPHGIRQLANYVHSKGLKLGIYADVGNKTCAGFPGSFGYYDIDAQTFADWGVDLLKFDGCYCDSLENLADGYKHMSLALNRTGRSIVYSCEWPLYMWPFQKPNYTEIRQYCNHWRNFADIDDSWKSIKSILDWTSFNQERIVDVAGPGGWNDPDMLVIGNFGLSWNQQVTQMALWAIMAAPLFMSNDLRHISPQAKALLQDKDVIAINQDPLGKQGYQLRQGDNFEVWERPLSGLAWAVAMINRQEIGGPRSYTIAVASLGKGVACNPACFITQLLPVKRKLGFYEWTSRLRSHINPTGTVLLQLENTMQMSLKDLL
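Spleen homogenate 1 ug + cpd (titration) + 4-MU-alpha-D-galactopyranoside 1 mM; 37C 40 min; 50 mM citrate/phosphate pH 5.0, 0.01% Tween-20; stop pH 10; fluorescence 365/440; AC50 via Hill.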
HTT cytoprotect: qHTS Multiplex Assay to Identify Dual Action Probes in a Cell Model of Huntington: Cytoprotection (ATP) | PC12 HTT-Q103 induced, cytoprotection, ATP luminescence, 40 h | hit rate 0.14% among 230,000 | AID 1471, 2008 | Potency, µM (titrated, usually from 56.4 µM), inactives show cytoprotection (ATP increase), most hits filed as activators;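 note: % of control where 0% means no effect; nearly all actives have a fitted effect of over 45% in size; toxic huntingtin expression switched on by the ecdysone agonist tebufenozide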
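Quantitative HTS on tebufenozide-induced (100 nM) PC12 cells expressing HTTQ103 exon 1–GFP; compounds tested as a concentration series; survival measured via cellular ATP.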
GAA glycogen mod: qHTS Assay for Inhibitors and Activators of Human alpha-Glucosidase Cleavage of Glycogen; hit rate 0.38% among 300,000; recombinant GAA, glycogen substrate, Amplex Red glucose oxidase fluorescence; Potency, µM (doses to about 76.4 µM), for inactives: at the highest dose activity change, negative = inhibition, most hits filed as inhibitors; Lysosomal alpha-glucosidase (Homo sapiens), P10253;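 note: 0% = full enzyme reaction and -100% = no-enzyme basal signal; the screen sought inhibitors and activators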
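Recombinant human alpha-glucosidase (4 nM final) hydrolysed bovine liver glycogen (30 ug) for 40 min at 37 C in pH 5.0 citrate/phosphate with 0.01% Tween-20. Released glucose detected by glucose oxidase/Amplex Red, Ex 573/Em 610 nm. Compounds up to 77 uM; AC50 from Hill fits.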
aGlu spleen mod: qHTS Assay for Inhibitors and Activators of Human alpha-Glucosidase From Spleen Homogenate; AID 2112, 2009; human spleen homogenate, 4-MU-alpha-glucoside fluorescence; Potency, µM (series often up to 79.9 µM), inactives show top-dose activity change, negative = inhibition, usual class: inhibitors; hit rate 0.006% among 240,000; Lysosomal alpha-glucosidase (Homo sapiens), P10253;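 note: 0% = enzyme with vehicle and -100% = no enzyme basal signal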
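Compounds were titrated against alpha-glucosidase in spleen homogenate at pH 5.0, with 1 mM 4-methylumbelliferyl substrate for 40 min at 37 C. Reactions were quenched with pH 10 NaOH/glycine and fluorescence measured.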
Tau fibril ThT: qHTS for Inhibitors of Tau Fibril Formation, Thioflavin T Binding | Potency, µM (highest dose often 57.4 µM), for inactives: top-dose activity, negative = inhibition, actives largely listed as inhibitors | hit rate 2.1% among 270,000 | Microtubule-associated protein tau (Homo sapiens), P10636 | recombinant tau K18 P301L, heparin-induced fibrillization, ThT fluorescence | AID 1460, 2008; note: % is set by controls: 0 for no effect and ±100 for the full control effect; nearly all actives have a fitted effect of over 55% in size
Target sequence (P10636 561-689 P618L limits assumed): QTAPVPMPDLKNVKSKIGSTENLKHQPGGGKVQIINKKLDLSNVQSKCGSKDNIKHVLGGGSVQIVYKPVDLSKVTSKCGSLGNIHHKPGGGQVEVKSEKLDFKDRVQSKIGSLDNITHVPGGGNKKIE
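Aggregation was driven by heparin (20 uM final) acting on recombinant tau […] bearing P301L in 100 mM sodium acetate pH 7; fibrils were detected with Thioflavin T.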
GAA inhib: qHTS Assay for Inhibitors of Human alpha-Glucosidase as a Potential Chaperone Treatment of Pompe Disease; purified human GAA, 4-MU-alpha-glucoside fluorescence; Potency, µM (highest dose often 76.9 µM), inactives show at the highest dose activity change, negative = inhibition, hits mostly inhibitors; Lysosomal alpha-glucosidase (Homo sapiens), P10253; AID 1466, 2008; hit rate 0.005% among 200,000;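 note: plate controls were uninhibited enzyme wells for no effect and no-enzyme background for full effect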
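Compounds are titrated up to 77 uM against 4 nM human enzyme. Substrate 4-methylumbelliferyl-alpha-D-pyranoside (400 uM) reacts 20 min at room temperature in pH 5.0 buffer; liberated 4-methylumbelliferone is read at 440 nm.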
Tau fluor cs: Counterscreen qHTS for Inhibitors of Tau Fibril Formation, Fluorescence Polarization. hit rate 0.93% among 280,000. tau K18 P301L (four-repeat tau fragment) Alexa594 fluorescence, heparin fibrillization. Potency, µM (top dose mostly 57.7 µM), inactives show top-dose activity change, negative = decrease. AID 1463, 2008; note: % is set by controls: 0 for no effect and ±100 for the full control effect; nearly all actives have a fitted effect of over 55% in size
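Human K18 P301L tau (15 uM unlabeled plus 0.24 uM Alexa 594-labeled, final) in 100 mM sodium acetate pH 7 was mixed with compound and 20 uM heparin and incubated 6 hr at 37 C.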
Tau FP inhib: qHTS for Inhibitors of Tau Fibril Formation, Fluorescence Polarization. AID 1468, 2008. Potency, µM (series often up to 57.7 µM), for the others: at the highest dose activity, negative = inhibition, most hits filed as inhibitors. hit rate 0.39% among 280,000. K18 P301L tau heparin fibrillization, Alexa594 FP, 6 h. Microtubule-associated protein tau (Homo sapiens), P10636; note: % is set by controls: 0 for no effect and ±100 for the full control effect; nearly all actives have a fitted effect of over 55% in size
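Compound effects on tau fibrillization are measured by Alexa 594 fluorescence polarization (ex 555, em 632 nm). K18 P301L tau is used at 15 uM with 0.24 uM labeled tracer, and 20 uM heparin induces aggregation over 6 hr at 37 C.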
The depositor's hits bear a star; ? = inconclusive; . = not tested or not shown; & = joins results of further samples; [ ] = another dose, or the depositor's remark. Calls come from the whole dose curve; as a rule, active = well fitted curve in the direction sought with a large enough effect; inconclusive = small, poorly fitted or top-dose-only effect, or another doubt; inactive = no such curve, though single readings can be large; an effect the other way counts as inactive or inconclusive. Potency is the fitted concentration of half-maximal effect.

SMILES	aGal spleen mod	HTT cytoprotect	GAA glycogen mod	aGlu spleen mod	Tau fibril ThT	GAA inhib	Tau fluor cs	Tau FP inhib
COc1ccc2c(c1)O[C@@H](c1cccc(C(F)(F)F)c1)[C@H](OC(=O)N[C@H]1CCCc3ccccc31)C2=O	12%&-2%	-53%[inhibitor]	-9%	0%&6%	-3%&-11%	0%	-4%&-20%	-1%&-7%
CCCCC(C=O)NC(=O)C(CC(C)C)NC(=O)OCc1ccccc1 (stereo not drawn)	10%	17%	.	-1%	-6%	.	0%	5%
Cc1ccc(Cn2cc(S(=O)(=O)c3cccc(C)c3)c(=O)c3cc(F)c(N4CCOCC4)cc32)cc1	.	.	-11%[76.3 µM]	.	-1%	.	-4%	-4%
Cc1occc1C(=O)N/N=C/C1=C(N2CCOCC2)C(=C\c2ccc(Cl)cc2Cl)/CC1	-6%	.	-1%	0%	?	0%	-16%	5%
Cc1ccc(/C([O-])=C(/C(=S)NCc2ccccc2)[n+]2ccccc2)cc1[N+](=O)[O-]	-8%	-9%	-5%	-2%	-13%	2%	-11%	5%
O=C(CSCc1cnn(-c2ccccc2)c1-n1cccc1)NCc1ccc(F)cc1	.	.	13%[76.3 µM]	.	-15%	.	-11%	?
Cc1ccc([N+](=O)[O-])c(OCCn2cnc3ccccc32)c1	6%	24%[10 µM]	21%	5%	-6%	10%	-4%	-9%
S=C(c1ccc(-c2ccc(Br)cc2)o1)N1CCCCC1	1%	9%[10 µM]	8%	0%	?	10%	2%	-4%
CCC1CN(C(=O)NCc2cccc(OC)c2)c2cc(Cl)ccc2O1 (stereo not drawn)	.	.	-14%	.	-13%	.	?	3%
O=C(Nc1ccccc1)Nc1ccc2ncoc2c1	5%	-2%[10 µM]	-6%	3%	12%	8%	-8%	9%
O=C(NCCCN1CCCC1=O)c1ccc2c(=O)n(Cc3ccco3)c(=S)[nH]c2c1	-4%	7%[10 µM]	-2%	-1%	-18%	-1%	-9%	-1%
O=C(N/N=C/C(Cl)=C\c1ccccc1)c1cccs1	18%	2%[10 µM]	11%	3%	?	.	?	?
COC(=O)C1=C(C(=O)OC)C2(OC1c1ccccc1C)C(=O)c1ccccc1C2=O (stereo not drawn)	0%	11%[10 µM]	13%	-7%	-14%	1%	-3%	-17%
COc1ccc(S(=O)(=O)N(C)CC(=O)N2CCN(C)CC2)cc1C	7%	-7%[0.074 µM]	2%	-5%	4%	?	3%	-1%
CCCN1CCN(CCCNC(=O)c2cc3c(=O)n(CC)c4ccccc4c3s2)CC1	.	.	18%[76.3 µM]	.	-17%	.	-18%	-2%
CN1CCN(Cc2ccc(Sc3ccc(Cl)cc3)c([N+](=O)[O-])c2)CC1	-28%	?	11%	.	-16%	-19%	-21%	12%
C=CCNCCOCCOc1ccccc1-c1ccccc1	-13%	-1%[10 µM]	-6%	-3%	3%	-8%	1%	2%
CC1CCCCN1C(=O)CSc1ccc(-c2ccc(F)cc2)nn1 (stereo not drawn)	1%	3%	-6%	0%	-9%	11%	-1%	9%
COc1ccnc(N2CCN(c3cccc(C(F)(F)F)c3)CC2)c1C#N	10%	6%	-11%	10%	-15%	-3%	-15%	-6%
CC(=O)Nc1ccc(NC(=O)CCc2c(C)nc3c(c(C)nn3-c3ccccc3)c2C)cc1	.	.	-2%[76.3 µM]	.	-6%	.	-17%	-3%
CN(C1CCCCC1)S(=O)(=O)c1ccc(NC(=O)CCC(=O)O)cc1	-8%	2%[0.074 µM]	-21%	-11%	-5%	-5%	-3%	-3%
COc1ccc(S(=O)(=O)N2CCCCC2)cc1NC(=O)CSc1nccn1C	0%	-19%[10 µM]	9%	6%	6%	-2%	1%	1%
Cc1ccnc(N2C(=O)c3ccccc3C2O)c1 (stereo not drawn)	-5%	-61%[inhibitor]	-7%	0%	-10%	-4%	-2%	12%
CN(C(=O)c1nn(C)c2c1COc1ccccc1-2)c1cccc(C(F)(F)F)c1	.	.	-6%[76.3 µM]	.	-2%	.	-14%	-6%
O=C(NCc1ccco1)c1ccc(S(=O)(=O)N2CCOCC2)cc1	3%	-4%	3%	-8%	?	-4%	-17%	-11%
COC(=O)N/N=C(\C)c1ccc(OC(F)F)cc1OC(F)F	4%	19%[10 µM]	-5%	0%	-4%	-5%	0%	3%
CC(C)(C)c1ccc(CN(Cc2ccco2)c2cnc(S(C)(=O)=O)nc2C(=O)Nc2ccc(F)cc2)cc1	.	.	-12%[76.3 µM]	.	1%	.	-9%	-13%
O=C(Nc1ccc2c(c1)CCC2)c1cnn2c1NC(c1ccco1)CC2C(F)(F)F (stereo not drawn)	-3%	-19%[0.074 µM]	-1%	-1%	-20%	3%	-12%	0%
CCn1c(SCc2nc3cc(OC)c(OC)cc3c(=O)[nH]2)nc2ccccc21	-4%	33%[10 µM]	-8%	-2%	-22%	3%	-8%	-6%
Cc1ccc(C(=O)N2CCCC(c3ccccc3)=N2)cc1	2%	25%[10 µM]	-16%	10%	-8%	-1%	-4%	-12%
CN(C)CCCN(Cc1cc2cc3c(cc2[nH]c1=O)OCO3)C(=S)Nc1cccc(Cl)c1	-3%	10%[10 µM]	-1%	-2%	0%	?	-20%	-9%
CCc1nnc(NC(=O)CCC(=O)N2CCN(Cc3ccccc3)CC2)s1	6%	-11%	3%	0%	-4%	-9%	-5%	-14%
COc1ccc(NC(=O)c2ccc(Cl)c(S(=O)(=O)N3CCc4ccccc4C3)c2)cn1	3%	9%[10 µM]	-13%	-9%	1%	-7%	?	?
CCOC(=O)C1(CCOc2ccccc2)CCN(Cc2ccc3nonc3c2)CC1	-8%	24%[10 µM]	6%	-3%	3%	14%	-3%	-1%
Cn1c(N)c(C(=O)COC(=O)CSc2cccc3cccc(Cl)c23)c(=O)n(C)c1=O	-12%	-15%	18%	-10%	-11%	2%	?	-20%
O=C(COc1ncnc2scc(-c3ccc(F)cc3)c12)NCc1ccco1	1%	12%[10 µM]	6%	1%	?	-7%	-18%	-11%
Clc1ccc(Br)cc1-c1nc(-c2ccncc2)no1	-19%	-19%	0%	1%	-9%	3%	1%	7%
COC(=O)C(CC(=O)O)NCc1ccco1 (stereo not drawn)	2%	-4%[10 µM]	-2%	5%	-6%	.	-2%	-3%
COc1ccccc1C(c1nnnn1C(C)(C)C)N1CCN(C(=O)c2ccco2)CC1 (stereo not drawn)	1%	16%	2%	-1%	-8%	-14%	-12%	0%
C/C(=N\NC(=O)CCc1c[nH]c2ccccc12)c1cccc([N+](=O)[O-])c1	0%	24%[10 µM]	14%	-6%	?	1%	?	5%
O=S(=O)(Cc1ccccc1)N1CCC(c2nc(-c3cccs3)no2)CC1	-13%	-6%[10 µM]	2%	-11%	-9%	0%	-15%	-7%
COc1ccccc1C(=O)C1CCCN(C(=O)c2ccc3c(c2)OCCO3)C1 (stereo not drawn)	-3%	11%[10 µM]	-8%	5%	-10%	-9%	-8%	-5%
CCCCN(CC)CCCNC(=O)Cn1ncc2c3ccccc3n(C)c2c1=O	.	.	-14%[76.3 µM]	.	3%	.	0%	3%
O=C1CCCc2nc(NCc3ccco3)ncc21	-7%	-1%	7%	-10%	3%	1%	0%	-6%
COc1ccc(CN(C)CC(=O)Nc2ccccc2-c2ccccc2)c(OC)c1	-5%	10%[10 µM]	-11%	4%	-17%	-14%	-3%	0%
CC(C)COC(=O)N(C)c1ccc(C(O)(C(F)(F)F)C(F)(F)F)cc1	2%	19%[1.9 µM]	-17%	-3%	1%	?	-14%	9%
O=C(Cn1c(C(=O)N2CCN(C3CCCCC3)CC2)cc2sccc21)c1ccccc1	3%	1%[10 µM]	4%	-14%	5%	-15%	0%	1%
COc1cc(Cl)c(C)cc1NC(=O)COC(=O)c1cnc(C)cn1	-13%	7%[10 µM]	1%	-6%	-5%	2%	2%	11%
CCOc1ccc(CCNC(=O)CCc2c(C)nc3c(c(C)nn3-c3ccccc3)c2C)cc1OCC	.	.	-5%[76.3 µM]	.	?	.	-22%	-3%
CN1c2ccccc2C(=O)C(=C2SCCCS2)S1(=O)=O	0%	1%[10 µM]	5%	2%	-10%	.	-18%	-7%
CCOc1ccccc1-c1nc(-c2cc3ccc(C)cc3[nH]c2=O)no1	-1%	6%[10 µM]	2%	-9%	?	-2%	-14%	3%
Cc1cccc(NC(=O)c2ccccc2Br)n1	0%	-5%	3%	-3%	-12%	-4%	-8%	-5%
COc1ccc(C2C(C#N)=C(N)Oc3n[nH]c(C)c32)cc1CN1CCN(c2ccc(F)cc2)CC1 (stereo not drawn)	-12%	-18%	-15%	-7%	?	-2%	?	?
COc1cc(OC)c2c(=O)cc(-c3cccnc3)oc2c1	-1%	1%[10 µM]	4%	-3%	2%	.	8%	3%

Another view of some results above:
| Compound | aGal spleen mod | HTT cytoprotect | GAA glycogen mod | aGlu spleen mod | Tau fibril ThT | GAA inhib | Tau fluor cs | Tau FP inhib |
| --- | --- | --- | --- | --- | --- | --- | --- | --- |
| CCOc1ccc(CCNC(=O)CCc2c(C)nc3c(c(C)nn3-c3ccccc3)c2C)cc1OCC | . | . | -5%[76.3 µM] | . | ? | . | -22% | -3% |
| CN1c2ccccc2C(=O)C(=C2SCCCS2)S1(=O)=O | 0% | 1%[10 µM] | 5% | 2% | -10% | . | -18% | -7% |
| CCOc1ccccc1-c1nc(-c2cc3ccc(C)cc3[nH]c2=O)no1 | -1% | 6%[10 µM] | 2% | -9% | ? | -2% | -14% | 3% |

Bioassay records: PubChem BioAssay, National Center for Advancing Translational Sciences (NCATS)

Rows are unselected; about 3.3% have a hit in one of these screens.
